HTRA1 inh: inhibitors of human serine peptidase HTRA1; recombinant HTRA1, FP-rhodamine activity-based probe, fluorescence polarization; inhibition, % at 5.96 µM; actives 0.5% (n = 340,000); in the data active = inhibition above about 36%;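 note: 0% = enzyme with DMSO and 100% = wells lacking enzyme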
Target sequence (Q92743 whole entry, looked up): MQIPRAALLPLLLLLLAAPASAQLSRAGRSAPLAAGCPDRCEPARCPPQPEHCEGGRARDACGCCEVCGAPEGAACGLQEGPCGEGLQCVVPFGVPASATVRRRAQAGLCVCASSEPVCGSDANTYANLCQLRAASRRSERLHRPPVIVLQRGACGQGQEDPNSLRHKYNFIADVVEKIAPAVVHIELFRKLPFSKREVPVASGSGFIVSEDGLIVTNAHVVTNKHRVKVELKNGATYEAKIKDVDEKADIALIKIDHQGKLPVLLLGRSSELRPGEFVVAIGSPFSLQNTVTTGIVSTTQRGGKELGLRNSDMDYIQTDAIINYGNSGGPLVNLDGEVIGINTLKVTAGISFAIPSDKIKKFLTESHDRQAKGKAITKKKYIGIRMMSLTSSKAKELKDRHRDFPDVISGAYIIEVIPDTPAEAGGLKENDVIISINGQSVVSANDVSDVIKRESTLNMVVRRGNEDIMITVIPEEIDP
TCR CD3 inh: blocks the human TCR-CD3 interaction; inhibition, % at 9.4 µM; TAMRA-labeled TCR probe fluorescence, biochemical; actives 0.37% (n = 360,000); AID 651800; in the data active = inhibition above about 19%;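 note: recombinant mutant TCR 2C K166C tagged with TAMRA read by polarization; 0% = receptor in buffer alone and 100% = receptor with positive control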
TDP2 inh: TDP2 (human) inhibition, absorbance primary screen | actives 0.34% (n = 370,000) | AID 720702 | inhibition, % at 12.8 µM | recombinant TDP2, T5PNP hydrolysis, p-nitrophenol absorbance 415 nm;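 active = inhibition above the mean of all tested compounds plus 3 SD, set per campaign, cut at about 25% in these data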;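 note: 0% = DMSO with enzyme and 100% = buffer with substrate but no TDP2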
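Evaluation: % inhibition relative to enzyme-containing and enzyme-free wells. Material: recombinant human TDP2. Benchmarks: enzyme-free and DMSO wells. Timing: enzyme reaction with compound for 2 h at 37 °C. Compound dosing: 12.8 µM only. Measured by: p-Nitrophenol epi absorbance. Reagent: T5PNP substrate at 5 mM, a TopII-DNA adduct mimic. Replication: single well per compound.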
Rev-erbA mod: modulators of human Rev-erb alpha DNA binding. P20393. Rev-erbα–FITC-DNA binding, fluorescence polarization, 90 min. activity, % at 10 µM. actives 0.79% (n = 370,000). AID 1259318;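 active = activity above about 14%, limit read from the data; passing the limit was not always enough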;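 note: 0% = DMSO wells with 35 nM protein and 100% = DMSO wells with 750 nM protein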
Target sequence (P20393 whole entry, looked up): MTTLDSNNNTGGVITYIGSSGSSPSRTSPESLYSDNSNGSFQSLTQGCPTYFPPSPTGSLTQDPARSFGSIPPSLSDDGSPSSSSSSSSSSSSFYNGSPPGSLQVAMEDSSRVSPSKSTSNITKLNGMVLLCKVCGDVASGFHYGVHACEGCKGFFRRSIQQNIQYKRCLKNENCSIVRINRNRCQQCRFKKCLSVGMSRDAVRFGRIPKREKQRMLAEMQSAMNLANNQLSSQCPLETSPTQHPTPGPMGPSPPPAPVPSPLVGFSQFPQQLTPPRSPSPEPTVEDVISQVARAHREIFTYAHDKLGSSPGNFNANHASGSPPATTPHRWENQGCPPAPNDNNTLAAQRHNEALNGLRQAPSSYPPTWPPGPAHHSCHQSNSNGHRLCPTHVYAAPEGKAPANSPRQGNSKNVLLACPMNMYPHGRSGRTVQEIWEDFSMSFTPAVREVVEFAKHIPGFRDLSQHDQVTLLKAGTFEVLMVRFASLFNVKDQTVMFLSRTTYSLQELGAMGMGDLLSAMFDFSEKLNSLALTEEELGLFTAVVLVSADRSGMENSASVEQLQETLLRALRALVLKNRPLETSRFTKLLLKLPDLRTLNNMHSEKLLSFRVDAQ
LEDGF integ inh: blocks HIV-1 LEDGF/p75-dependent DNA integration; TR-FRET IN-LEDGF/p75 DNA integration, Eu/Cy5; inhibition, % at 3.7 µM; actives 0.64% (n = 370,000);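 active = inhibition above the screen-wide mean plus 3 SD, cut at about 13% in these data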;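 note: signal is the Cy5 over europium emission ratio at 671 and 618 nm; 0% = plate median of compound wells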
PRMT1 inh: inhibitors of human PRMT1; actives 1.3% (n = 370,000); Q99873; inhibition, % at 2.79 µM; recombinant PRMT1, activity-based probe fluorescence polarization; AID 652257;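 active = inhibition above about 21% made by adding two undisclosed values, limit read from the data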
PG9 Ab binder: PG9 antibody binding by small molecule | TR-FRET gp120-PG9 antibody binding | inhibition, % at 6.7 µM | actives 0.43% (n = 360,000) | AID 624416; in the data active = inhibition above about 8.5%
mABHD4 FP: inhibitors of mouse ABHD4; Q8VD66; purified mABHD4, FP-Rh probe fluorescence polarization; inhibition, % at 8.92 µM; actives 0.54% (n = 370,000);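 active = inhibition exceeding the mean over every tested compound plus 3 SD, cut at about 30% in these data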;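 note: 0% = plate median of compound wells and 100% = S159A mutant with DMSO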
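assay system = mABHD4 protein | compound dosing = single nominal dose of 8.92 µM, 0.89% DMSO final | read-out basis = percent inhibition of probe binding, normalized to plate controls | schedule = Enzyme–compound pre-incubation 45 min, then probe 60 min, both 25 °C | detection = fluorescence polarization, excitation 525 nm, emission 598 nm, BODIPY TMR filters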
rCAG RNA binder: binds r(CAG) RNA repeats. r(CAG) RNA repeat, TO-PRO-1 dye displacement fluorescence. inhibition, % at 3 µM. actives 1.3% (n = 370,000);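 active = inhibition above the plate cutoff, the mean of all test compounds on that plate plus 3 SD, cut at about 35% in these data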;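 note: 0% = DMSO alone and 100% = 100 µM mitoxantrone as full dye displacement; higher means more dye released from RNA so lower well fluorescence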
SIAE primary: human SIAE inhibition, primary screen. Q9HAT2. SIAE FP-Rh probe binding, fluorescence polarization. inhibition, % at 9.66 µM. actives 0.69% (n = 370,000);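 active = inhibition above a cutoff: mean of compounds within the control limits plus 3 SD of those, cut at about 17% in these data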;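 note: 0% = plate median of compound wells and 100% = probe without SIAE protein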
The depositor's hits bear a star; / = no result given.

Values run as follows: HTRA1 inh	TCR CD3 inh	TDP2 inh	Rev-erbA mod	LEDGF integ inh	PRMT1 inh	PG9 Ab binder	mABHD4 FP	rCAG RNA binder	SIAE primary
COc1ccc(N=Cc2cc3c(cc2O)OC(N)=C(C#N)C3c2ccccc2)cc1 (configuration not stated)
→ -17	-1	1	7	8	-2	1.0	-8	16	-38
CCCCCc1c(-c2ccc(OC)cc2)ncn1CCc1ccccc1OC
→ /	-1	-2	-8	3	2	0.3	11	-1	3
OCCN1CCN(c2ncnc3c2ncn3[C@H]2CN(Cc3cccnc3)C[C@@H](CO)O2)CC1
→ /	2	-1	-3	-4	4	1.1	-3	1	2
C1CCCCCC(=NNc2nn[nH]n2)CCCCC1
→ 0	-1	4	1	-5	4	0.4	2	-1	10
O=C(N=C1SC2CS(=O)(=O)CC2N1c1cccc(F)c1)C1CC1 (configuration not stated)
→ 7	-1	-9	-1	3	-1	-1.5	-4	-1	-6
Cc1nnc(SCc2ccccn2)n(N)c1=O
→ -2	2	-8	-9	1	1	-3.0	3	-1	-1
CCc1c(C)nc2nc(SCc3ccccc3Cl)[nH]n2c1=O
→ -6	-2	-10	4	1	6	1.4	-28	9	-7
CCCS(=O)(=O)NC(=O)C1(C)CCCN(C(=O)/C=C/c2ccccc2)C1 (configuration not stated)
→ /	-1	-1	-8	-1	-1	-1.0	-6	1	-3
CC1(CO)COC(c2ccccc2)=N1 (configuration not stated)
→ 2	3	2	11	3	-5	-1.7	2	-2	1
COc1ccc2c(c1)[nH]c1c(=O)n(CC3CCCO3)cnc12 (configuration not stated)
→ 6	8	1	2	-2	-3	1.3	4	0	0
N#Cc1cc(-c2ccccc2)nnc1Sc1ccc(Cl)cc1
→ 3	3	3	7	1	-3	-2.4	3	-1	3
O=C(O)CCc1nc(-c2cccs2)no1
→ 5	6	0	-9	0	2	-1.7	5	1	13
Cc1c(C(=O)OCC(=O)NCc2ccc3c(c2)OCO3)cccc1[N+](=O)[O-]
→ 2	-5	-8	1	0	-1	-2.0	-2	2	8
CC(C)c1ccc(C(=O)OCC(=O)c2c(N)n(C)c(=O)n(C)c2=O)cc1
→ -8	8	0	-4	-2	-1	0.3	-4	2	-9
COc1ccc(NC(=O)C2CCCN(C(=O)c3ccc(Cl)cc3)C2)cc1Cl (configuration not stated)
→ -7	-2	-9	-6	4	-5	-0.5	-6	0	1
COc1ccc(S(=O)(=O)N(CC(=O)N/N=C/c2ccc(C(=O)O)cc2)Cc2ccccc2)cc1OC
→ 8	5	-5	0	3	-3	-1.8	-13	25	13
Cc1ccc(-n2c(SCc3nnc4n3CCC4)nnc2-c2ccccc2)cc1
→ 3	-1	7	-2	-2	-1	-1.1	-6	-3	1
Cc1c(Cl)cnc(NC(=O)CSc2nncs2)c1Cl
→ -1	9	1	-2	3	2	-2.4	-4	5	1
O=C(NC1CCCC1)C1c2ccccc2C(=O)N1CCCN1CCOCC1 (configuration not stated)
→ 5	3	-4	2	3	4	-0.6	-1	2	5
O=[N+]([O-])c1ccc(CN2C=NS(=O)(=O)c3ccccc32)cc1
→ 4	-10	5	2	1	4	2.0	-4	2	-1
COC(=O)C1=CC[C@@H](NC(=O)OC(C)(C)C)[C@H](O)[C@H]1O[Si](C)(C)C(C)(C)C
→ /	/	0	3	1	0	/	-6	/	7
CC(C)(C)c1ccc(C(=O)Nc2nnc(C3=COCCO3)o2)cc1
→ 11	-3	-1	-1	2	2	0.0	5	7	1
Nc1c(C(=O)N/N=C/c2cccnc2)oc2nc(-c3ccco3)cc(-c3ccco3)c12
→ /	16	4	-31	53*	46*	-1.1	23	12	5
CCCCNc1oc(-c2ccc(OC)cc2)nc1S(=O)(=O)c1ccccc1
→ -12	4	-1	-3	-3	3	0.0	2	-2	5
CC1(C)CC(=O)C(C(c2ccc(F)cc2)C2C(=O)CC(C)(C)CC2=O)C(=O)C1
→ 11	6	1	-3	4	-5	0.0	1	0	-4
O=C(c1ccco1)N1CCN(C(=O)c2ccccc2OCc2ccc(Cl)cc2)CC1
→ 1	2	1	2	1	2	-0.8	0	-7	1
OCc1ccc(-c2cncc3nccn23)cc1
→ /	-1	3	3	-3	-1	-0.3	3	2	-5
O=S(=O)(Nc1nnc(C2CC2)s1)c1ccccc1
→ 1	3	7	-5	2	-5	-1.2	0	2	3
COC(=O)c1ccccc1NS(=O)(=O)c1ccc2c(c1)oc(=O)n2C
→ -3	5	-1	-6	3	1	-0.6	-4	-1	1
CCOc1ccc(NC(=O)CN(C)C(=O)Cc2n[nH]c(=O)c3ccccc23)cc1OCC
→ 5	3	7	2	2	-5	-1.6	-2	0	0
CC(C)c1ccc(CN2CCC(Oc3ccc(C(=O)N4CCCC4)cc3)CC2)cc1
→ -7	13	-17	1	-1	-3	0.9	9	-11	1
O=[N+]([O-])c1cnn2cc(Br)cnc12
→ 4	4	0	-2	-1	6	0.8	-6	3	-12
C/C(=N\NC(=O)c1cc(C)nc2ccccc12)c1cccs1
→ 0	-2	10	8	-1	0	2.0	4	0	4
CCN(CC(=O)Nc1c(F)cccc1F)C(=O)/C=C/c1ccc(Br)s1
→ -3	4	-4	0	-2	-3	-0.9	-7	-2	3
O=C(CNC(=O)c1ccco1)OCC(=O)c1ccc([N+](=O)[O-])cc1
→ 0	-3	-8	0	3	47*	-2.2	7	3	3
NCCCC(C(=O)O)N(C(=O)OCc1ccccc1)C(=O)OCc1ccccc1 (configuration not stated)
→ /	4	-10	3	0	1	0.3	5	8	-2
CN1CCN(NC(=O)CN(C)S(=O)(=O)c2cc(Cl)ccc2Cl)CC1
→ -2	-11	-13	5	7	-2	-2.6	-4	5	4
Cc1ccc(C(=O)Cn2c3[n+](c4ccccc42)CC(O)CS3)cc1 (configuration not stated)
→ 0	-4	-2	4	-1	3	-1.8	-6	-2	-6
Cc1cccc(N2CCN(C(=O)c3cc(S(=O)(=O)N4CCOCC4)cn3C)CC2)c1C
→ -4	-4	-7	-3	-5	-1	0.9	-3	2	-6
CCN(CC(=O)NCc1ccco1)S(=O)(=O)c1ccc(F)cc1
→ -3	0	4	-4	5	0	-1.4	-11	2	-4

Ordered by number of heavy atoms (highest first): 3 of the compounds above
Values run as follows: HTRA1 inh	TCR CD3 inh	TDP2 inh	Rev-erbA mod	LEDGF integ inh	PRMT1 inh	PG9 Ab binder	mABHD4 FP	rCAG RNA binder	SIAE primary
Nc1c(C(=O)N/N=C/c2cccnc2)oc2nc(-c3ccco3)cc(-c3ccco3)c12
→ /	16	4	-31	53*	46*	-1.1	23	12	5
CCN(CC(=O)NCc1ccco1)S(=O)(=O)c1ccc(F)cc1
→ -3	0	4	-4	5	0	-1.4	-11	2	-4
OCc1ccc(-c2cncc3nccn23)cc1
→ /	-1	3	3	-3	-1	-0.3	3	2	-5

New compounds follow:
Values run as follows: HTRA1 inh	TCR CD3 inh	TDP2 inh	Rev-erbA mod	LEDGF integ inh	PRMT1 inh	PG9 Ab binder	mABHD4 FP	rCAG RNA binder	SIAE primary
COCCOC(=O)C1=C(C)OC(N)=C(C#N)C1c1cc2cccc(C)c2nc1Cl (configuration not stated)
→ -1	8	-1	-3	0	8	-2.1	7	5	6
CC(C)NC(=O)CC(=O)N/N=C/c1ccc(Br)cc1
→ 0	-3	-4	-1	-3	1	-0.6	4	-2	3
O=C(NCC(c1ccco1)N1CCCC1)c1cc2cc(Cl)ccc2o1 (configuration not stated)
→ -8	-2	3	-5	1	0	-0.9	4	5	3
Cc1ccc(F)c(S(=O)(=O)NC(=O)C2(C)CCN2C(=O)C2(c3ccc(Cl)cc3)CCC2)c1 (configuration not stated)
→ /	-5	6	6	0	0	-1.7	16	36*	3
CC1C/C(=N\NC(=S)NC(C)C)CC(C)(C)C1 (configuration not stated)
→ 2	3	-1	7	-1	-1	-0.3	-2	-2	1
Nc1c2nc(-c3ccccc3Cl)[nH]c(=O)c2nc(=O)n1-c1ccccc1
→ -3	3	4	-10	5	-1	0.2	-4	2	-1
CSc1sc(-c2ccnc(SCC(=O)C(C)(C)C)n2)c2c1C(=O)CC(C)(C)C2
→ -4	-3	5	1	4	1	-1.6	0	6	-3
O=C(C1CCN(C2CC(=O)N(c3cccc(Cl)c3)C2=O)CC1)N1CCCC1 (configuration not stated)
→ 0	6	2	2	0	30*	-0.4	4	-4	2
C/C(=N\NC(=O)c1cccc([N+](=O)[O-])c1)c1ccncc1
→ -2	11	-2	9	-3	-2	-1.9	4	1	0
Cc1[nH]c2ccc(C(=O)N3CCN(c4ccccc4Cl)CC3)cc2c1C
→ -26	-5	10	-3	-2	3	-1.8	7	0	13
Cc1noc(C)c1CCC(=O)Nc1cc(Cl)ccc1C(=O)O
→ -3	8	6	-4	-3	-3	1.7	-1	6	2
COCCNC(=S)N1CCN(C(c2ccccc2)c2ccccc2)CC1
→ -6	-3	-5	-4	-1	1	0.9	-4	-5	1
CCC(C)NC(=O)/C=C/c1ccc(S(=O)(=O)NCc2ccco2)cc1 (configuration not stated)
→ 0	-3	1	-2	0	0	-0.8	7	4	10
CNC(=O)Nc1cc(C(F)(F)F)cc(C(F)(F)F)c1
→ 5	5	10	3	-7	2	1.1	-6	4	-3
C[C@@H]1CN([C@H](C)CO)C(=O)CCCn2cc(nn2)CO[C@H]1CN(C)C(=O)c1ccc2ccn(C)c2c1
→ /	-5	6	2	-3	5	0.6	3	0	-2
COc1ccccc1CCNC(=O)c1cc(COc2cccc(C(F)(F)F)c2)on1
→ -28	2	-7	1	1	3	-1.4	-13	-4	-9
Cc1cccc(C)c1NC(=S)N1CCCCCC1
→ -4	4	-7	2	-2	2	0.3	1	2	1
COc1cccc(NC(=O)Cc2nnc(SCCOc3ccccc3)n2C)c1
→ -3	7	2	-2	2	-1	-1.2	-4	-3	-2
O=C(COc1ccccc1Br)Nc1ccccc1C(F)(F)F
→ -9	0	-14	4	1	0	-1.5	-2	-2	0
CCCC(C(=O)NC1CCCC1)N(Cc1ccccc1)C(=O)c1snc(C(N)=O)c1N (configuration not stated)
→ -9	-4	-7	-8	0	-2	-2.4	-1	-5	-8
N#CCCn1cc(C(=O)Nc2ccccn2)c(-c2ccccc2)n1
→ -1	-3	5	-3	-3	5	-1.1	-4	-4	1
CC1CCN(C(=O)c2ncn3c2C(=O)N[C@H](C)C3)CC1
→ /	0	4	0	-1	-4	0.0	-2	0	14
COCc1cc(=O)oc2cc(NS(=O)(=O)c3ccc(C)cc3)ccc12
→ /	-1	2	-12	1	-3	1.3	-3	0	-4
Cc1ccc(OCCCN2C(=O)C(=O)c3cc(C)ccc32)cc1
→ -37	-1	-12	-8	0	-3	0.3	0	-1	0
c1ccc(SC23CCCCN(CCC2)[C@]32CO2)cc1 (some centres not stated)
→ /	-4	-7	-7	-7	7	-1.6	7	2	4
O=C(Nc1cccc(C(F)(F)F)c1)C1Cc2c(-c3cccc(F)c3)ccnc2O1 (configuration not stated)
→ /	2	-5	2	-1	1	1.3	-9	3	-22
Cc1ccc(S(=O)(=O)N2CCN(C(=O)CCC(=O)OCC(=O)Nc3cccc(C#N)c3)CC2)cc1
→ 7	6	-6	2	0	-2	0.0	-4	-2	1
Cc1c(NC(=O)C(C)N2C(=O)NC3(CCC(C)CC3)C2=O)c(=O)n(-c2ccccc2)n1C (configuration not stated)
→ 5	4	0	-4	1	-7	0.6	-2	-3	-1

Not all compounds are listed; rates above refer to the full screens.
